# All columns: NCI-60 one-dose screen, growth in % after 48 h at 10 µM unless noted; 100 = growth as untreated, 0 = no growth, -100 = all killed.
# BT-549 – BT-549 breast cancer. 78,000 tested, 4.4% active
# MDA-MB-468 – MDA-MB-468 breast cancer. 78,000 tested, 8.5% active
# K-562 – K-562 leukemia | AID 1794777 | 78,000 tested, 7.4% active
# SR – SR leukemia cells. 73,000 tested, 8.7% active
# MDA-MB-231 – MDA-MB-231 breast cancer; 81,000 tested, 5% active; AID 1794789
# MOLT-4 – MOLT-4 leukemia cells; 80,000 tested, 6.9% active
# MDA-MB-435 – MDA-MB-435 melanoma; 82,000 tested, 7.8% active
# MCF7 – MCF7 breast cancer. AID 1794796. 82,000 tested, 6.3% active
# Numbers without * were called inactive; / = no result given; & = joins results of further samples. How the source made its calls: active means growth percent below 10; inactive means the rest.
SMILES,BT-549,MDA-MB-468,K-562,SR,MDA-MB-231,MOLT-4,MDA-MB-435,MCF7
Cc1ccc(C2=NN(c3ccc(S(=O)(=O)NC(=O)NCc4ccccc4)cc3)C(c3ccc(N(C)C)cc3)C2)c(C)c1 (centres undefined),41,49,50,22,76,23,1.0*,29
CN1CCN(c2nc3cc(NC(=O)c4ccc(Cl)s4)ccc3s2)CC1,95,112,/,73,94,90,92,90
Nc1nc(-c2ccc(Cl)cc2)c2cc[nH]c(=O)c2n1,103,108,/,75,89,98,107,94
COc1ccc(/C=N\NC(=O)c2cnn(CC(O)c3ccccc3)c2N)cc1OCc1ccccc1 (centres undefined),97,77,51,40,88,43,89,59
Nn1c(Nc2ccc(S(N)(=O)=O)cc2)nnc(/C=C/c2c(O)ccc3ccccc23)c1=O,103,88,80,86,67,63,96,77
Cc1n[nH]c(=S)[nH]c1=O,121,109,78,/,112,107,82,99
N#Cc1cnn(-c2cc(Cl)ccc2Cl)c1N,102,98,90,94,103,94,108,94
O=C(Nc1ccncc1)C(=O)c1cn(S(=O)(=O)c2cccc(Cl)c2F)c2ccccc12,62,33,24,20,78,60,8.2*,35
COc1cc2c(cc1OC)CN(S(N)(=O)=O)CC2,91,101,92,94,118,73,109,105
COC(=O)/C=C1/SC(=Nc2ccc(C)cc2)N(CCc2c[nH]c3ccccc23)C1=O,72,98,54,32,87,29,69,47
CCc1cccc(C(C)(C)C)c1NC(=S)NC=C(C#N)C#N,105,105,98,81,110,89,95,94
COc1ccc(-n2nnc3c4nc(-c5ccc([N+](=O)[O-])cc5)oc(=O)c4c(C)nc32)cc1,105,100,109,107,108,102,102,98
Oc1ccc2ccccc2c1C=Nc1ccccc1,87,100,87,63,86,95,93,92
CC1(C(=O)OCc2ccccc2)C(=O)C2=C(CCCCC2)N1c1ccccc1 (centres undefined),101,91,87,81,88,74,103,97
Cc1cc(OC(=O)c2ccc([N+](=O)[O-])cc2)nc2[nH]c(=O)sc12,111,100,102,108,103,101,108,90
O=c1/c(=C/c2cccs2)sc2nc3ccccc3n12,126,62,104,105,87,106,101,51
COc1ccc2c(c1)CCCC2=O,104,122,104,108,102,102,119,104
COc1ccc([C@H]2[C@H](C(=O)Nc3cccnc3)c3ccccc3C(=O)N2c2ccccc2)cc1,90,98,100,46,96,77,99,96
O=c1c2ccccc2nc(N/N=C/c2ccc(O)cc2)n1-c1ccccc1,99,104,102,96,88,97,102,96
O=CCCCC(O)C=O (centres undefined),112,99,103,90,115,94,105,99
CSc1ccccc1Nc1nc(N)nc(C(Cl)(Cl)Cl)n1,88,74,73,65,69,75,92,74
CC(=O)c1c(O)ccc2c(C)cc(=O)oc12,103,104,103,98,107,/,105,95
CCSC(SCC)C(O)C(O)C(O)C(O)CO (centres undefined),97&110,104&111,104&102,96&107,110&100,84&106,104&95,97&101
CCn1c(SCCc2ccccc2)nnc1-c1nn(-c2ccc(Cl)cc2Cl)c(-c2ccc(Cl)cc2)c1C,93,46,48,38,81,42,83,59
N#CCCOCN(COCCC#N)c1nc(N(COCCC#N)COCCC#N)nc(N(COCCC#N)COCCC#N)n1,110,103,120,96,105,97,117,98

# (further entries)
SMILES,BT-549,MDA-MB-468,K-562,SR,MDA-MB-231,MOLT-4,MDA-MB-435,MCF7
Cc1ccc(-c2nc(Nc3ccc(C)c(S(N)(=O)=O)c3)c3ccccc3n2)cc1,104,1.3*,5.0*,3.8*,96,72,75,26
Cc1nc(/C=c2\sc3n(c2=O)C2C(NN=3)N(C)C(=O)N2C)cn1C (centres undefined),106,96,97,94,99,99,92,92
COC(=O)c1ccc(N=Cc2cc3ccccc3[nH]c2=O)cc1,105,114,101,93,105,103,108,94
COC(=O)/C(CCC=C(C)C)=C1\[C@@H](OC(C)=O)C[C@@]2(C)[C@H]1CC(=O)[C@H]1[C@@]3(C)CC[C@H](NCc4ccccc4)[C@@H](C)[C@@H]3CC[C@@]12C,90,87,29,1.9*,91,62,91,82
CC(C)(C)c1cc(C(=O)Nc2cc3ccccc3cc2C(=O)NCCN)cc(C(C)(C)C)c1,82,-88*,-77*,-59*,-80*,-39*,-88*,-86*
Cc1ccc(C)n1-c1ccccc1-n1c(C)ccc1C,104,104,101,93,91,79,94,101
Cc1cnc(SCc2ccc(Cl)cc2)nc1N(Cc1ccccc1)Cc1ccccc1,/,104,81,91,102,84,102,110
Nc1ccc(Nc2ccc(N)cc2S(=O)(=O)O)cc1,127,117,124,/,112,150,118,101
CCO/C=N/C1=C(C#N)C(c2ccc(OC)cc2)c2sc3c(F)cccc3c2O1 (centres undefined),50,18,15,25,35,24,-43*,13
Cc1cc(Nc2nc(-c3ccc(F)cc3)nc3ccccc23)n[nH]1,73,58,37,20,79,64,31,24
CC(C)C1=NOC(=O)C1=Cc1cn(-c2ccccc2)nc1-c1cccc([N+](=O)[O-])c1,109,87,33,-21*,93,3.4*,80,/
COC(=O)c1ccccc1I,102,99,88,87,108,104,109,106
CC(C)NC1(C(N)=O)CCNCC1,100,97,100,111,106,99,102,106
Cc1ccc(-n2c(C)nn3c(=O)c4c5c(sc4nc23)CN(C)CC5)cc1,98,102,100,104,96,98,102,92
c1ccc(Cn2c(N=Nc3c(Nc4ccccc4)ccc4ccccc34)nc3ccccc32)cc1,107,100,98,103,93,104,109,89
COc1ccc(NCC(=O)Cn2cc(COc3ccc(C=Nc4cnc5ccccc5c4)cc3)nn2)cc1,106,102,100,99,102,110,105,98
CSc1nc2sc3c(c2c(=O)n1-c1ccc(C(C)C)cc1)CCC(=O)C3,4.0*,-16*,2.4*,-12*,-17*,-13*,-6.9*,16
O=S(c1cc(Cl)cc(Cl)c1O)c1cc(Cl)cc(Cl)c1O,105,97,96,102,103,98,111,100
O=S(=O)(O)/C=C/c1ccccc1,101,113,90,91,104,/,103,91
COc1cc(CNC(=O)/C=C/C=C/c2ccc3c(c2)OCO3)ccc1OCc1cn(-c2ccc(C#N)cc2)nn1,87,77,87,119,99,112,100,91
Nc1ccccc1NC(=O)CCCCC(=O)Nc1ccc2c(c1)/C(=C/c1ccc[nH]1)C(=O)N2,34,50,100,63,93,48,69,35
CCOC(=O)NC(C)=O,102,103,92,91,118,94,108,102
COc1ccc(-c2cc(-c3c(C)oc4c(OC)c5occc5c(OC)c4c3=O)nc(N)c2C#N)cc1OC,109,99,/,101,93,100,105,89
NS(=O)(=O)c1ccc(C(=O)O)cc1,102,104,99,/,97,90,102,/
O=C1C(=O)N(CCCCn2cc(-c3ccc(F)cc3)nn2)c2ccccc21,92,89,116,/,97,108,106,87

# (further entries)
SMILES,BT-549,MDA-MB-468,K-562,SR,MDA-MB-231,MOLT-4,MDA-MB-435,MCF7
COc1ccc(Cc2nn(CC(=O)N/N=C/c3ccc([N+](=O)[O-])cc3)c(=O)c3c(C)noc23)cc1,87,53,88,93,61,90,72,55
CCNc1ccc(-c2ccc(NCC)cc2)cc1,83,79,93,79,78,81,77,62
COc1ccc(-c2c(C#N)c(-c3ccccc3)nc3c2c(-c2ccccc2)nn3-c2ccccc2)cc1OC,94,82,91,/,94,88,91,81
CCCCOc1ccc(C(=O)Nc2cc(C)on2)cc1,112,107,84,80,96,96,114,91
CCCCOC(=O)Oc1ccc(C(=O)Oc2ccc(OCC)cc2)cc1,86,113,109,107,98,111,93,123
COc1cc(NC(=O)CSc2nnc(-c3ccc(-c4nc5ccc(C)cc5[nH]4)cc3)o2)cc(OC)c1OC,88,97,85,81,95,44,98,87
Cc1ccc(S(=O)(=O)N(CCC(=O)O)CCC(=O)O)cc1,105,114,94,89,/,101,114,92
CCNCC(=O)Nc1ccc(C(=O)OCC)cc1,102,111,97,82,119,87,102,100
COC(=O)c1[nH]nc2c1C1(C(=O)Nc3ccc([N+](=O)[O-])cc31)C(C#N)=C(N)O2 (centres undefined),119,107,105,97,104,111,105,93
O=C(Nc1ccc(F)c([N+](=O)[O-])c1)c1ccc2c(c1)C(=O)OC2=O,112,106,117,104,110,101,112,90
O=C(NCCCNc1nccc(-c2c(-c3cccc(F)c3)nc3sccn23)n1)c1ccc(F)cc1,85,59,76,100,120,44,73,72
Cn1c2c(c3ccc(Cl)cc31)-n1cccc1C2=O,93,104,107,67,88,64,112,74
Cc1ccc(OCc2cccc(Cl)c2)cc1,/,100,106,108,102,101,107,97
COC(=O)c1nc(=S)[nH]c(C(=O)OC)c1C(=O)c1cc(Cl)ccc1Cl,111,105,106,118,93,122,108,94
CS(=O)(=O)c1cnccn1,122,95,58,76,97,70,106,95
COc1cc2c(c(OC)c1OC)C(=O)CC(c1cccc(NC(=O)CN)c1)O2 (centres undefined),92,95,96,86,101,110,104,89
O=C(OCCO)c1ccccc1-c1c2cc3cc(Br)c(O)c(Br)c3oc-2c(Br)c(=O)c1Br,94,/,107,97,96,96,103,101
Cc1ccc(C(=O)NCCCNc2nc(Nc3ccc(N4CCN(C)CC4)cc3)nc3ccsc23)cc1,65,45,/,/,44,/,44,17
c1ccc(-c2nn(-c3ccccc3)c3c2-c2ccccc2CO3)cc1,103,103,109,119,100,98,106,107
CCOC(=O)Nc1ccccc1NC(=O)c1ccc(NC(=O)c2ccc3c(c2)ncn3-c2ccccc2)cc1,64,100,79,/,79,69,74,85
COc1cc2c(cc1OC)[C@H](C(=O)O)[C@@H](c1ccc(OC(C)C)c(OC)c1)N(C)C2=O,92,105,100,/,104,94,101,108
C[C@]12C=CC(=O)C=C1CC[C@@H]1[C@@H]2[C@@H](O)C[C@@]2(C)[C@H]1CC[C@]2(O)C(=O)COC(=O)CCC(=O)O,/,94,76,56,93,72,104,97
COc1cccc(/C=C/C(C)=O)c1OC,133,107,103,97,98,96,104,90
COc1cc(C2CC(c3ccccc3)=Nc3c(N)nc(N)nc3N2)ccc1Oc1nc(Nc2ccc(F)cc2)nc(N(C)C)n1 (centres undefined),45,1.5*,18,2.8*,31,1.4*,15,2.0*
CCN(CC)CCNc1nc2ccccc2c2c(=O)c3cc(Cl)ccc3sc12,94,56,-26*,-2.5*,-2.2*,25,16,52

# 18 of the compounds above, as tab-separated lines:
SMILES	BT-549	MDA-MB-468	K-562	SR	MDA-MB-231	MOLT-4	MDA-MB-435	MCF7
CCNCC(=O)Nc1ccc(C(=O)OCC)cc1	102	111	97	82	119	87	102	100
COC(=O)c1[nH]nc2c1C1(C(=O)Nc3ccc([N+](=O)[O-])cc31)C(C#N)=C(N)O2 (centres undefined)	119	107	105	97	104	111	105	93
O=C(Nc1ccc(F)c([N+](=O)[O-])c1)c1ccc2c(c1)C(=O)OC2=O	112	106	117	104	110	101	112	90
O=C(NCCCNc1nccc(-c2c(-c3cccc(F)c3)nc3sccn23)n1)c1ccc(F)cc1	85	59	76	100	120	44	73	72
Cn1c2c(c3ccc(Cl)cc31)-n1cccc1C2=O	93	104	107	67	88	64	112	74
Cc1ccc(OCc2cccc(Cl)c2)cc1	/	100	106	108	102	101	107	97
COC(=O)c1nc(=S)[nH]c(C(=O)OC)c1C(=O)c1cc(Cl)ccc1Cl	111	105	106	118	93	122	108	94
CS(=O)(=O)c1cnccn1	122	95	58	76	97	70	106	95
COc1cc2c(c(OC)c1OC)C(=O)CC(c1cccc(NC(=O)CN)c1)O2 (centres undefined)	92	95	96	86	101	110	104	89
O=C(OCCO)c1ccccc1-c1c2cc3cc(Br)c(O)c(Br)c3oc-2c(Br)c(=O)c1Br	94	/	107	97	96	96	103	101
Cc1ccc(C(=O)NCCCNc2nc(Nc3ccc(N4CCN(C)CC4)cc3)nc3ccsc23)cc1	65	45	/	/	44	/	44	17
c1ccc(-c2nn(-c3ccccc3)c3c2-c2ccccc2CO3)cc1	103	103	109	119	100	98	106	107
CCOC(=O)Nc1ccccc1NC(=O)c1ccc(NC(=O)c2ccc3c(c2)ncn3-c2ccccc2)cc1	64	100	79	/	79	69	74	85
COc1cc2c(cc1OC)[C@H](C(=O)O)[C@@H](c1ccc(OC(C)C)c(OC)c1)N(C)C2=O	92	105	100	/	104	94	101	108
C[C@]12C=CC(=O)C=C1CC[C@@H]1[C@@H]2[C@@H](O)C[C@@]2(C)[C@H]1CC[C@]2(O)C(=O)COC(=O)CCC(=O)O	/	94	76	56	93	72	104	97
COc1cccc(/C=C/C(C)=O)c1OC	133	107	103	97	98	96	104	90
COc1cc(C2CC(c3ccccc3)=Nc3c(N)nc(N)nc3N2)ccc1Oc1nc(Nc2ccc(F)cc2)nc(N(C)C)n1 (centres undefined)	45	1.5*	18	2.8*	31	1.4*	15	2.0*
CCN(CC)CCNc1nc2ccccc2c2c(=O)c3cc(Cl)ccc3sc12	94	56	-26*	-2.5*	-2.2*	25	16	52

# Compound profiles (already shown):
# COC(=O)c1nc(=S)[nH]c(C(=O)OC)c1C(=O)c1cc(Cl)ccc1Cl in the list: BT-549 = 111; MDA-MB-468 = 105; K-562 = 106; SR = 118; MDA-MB-231 = 93; MOLT-4 = 122; MDA-MB-435 = 108; MCF7 = 94
# CCNCC(=O)Nc1ccc(C(=O)OCC)cc1 in the list: BT-549 = 102; MDA-MB-468 = 111; K-562 = 97; SR = 82; MDA-MB-231 = 119; MOLT-4 = 87; MDA-MB-435 = 102; MCF7 = 100

# Compound activity (PubChem)

# Compounds were not picked by outcome (roughly 15% active in at least one column).
